Assay outcomes deposited in PubChem BioAssay by NCI.
Growth percent in the NCI-60 one-dose screen (48 h, 10 µM unless noted): 100 = growth as untreated, 0 = no growth, -100 = all killed.
786-0: 786-0 renal cancer cells; actives 5.1% (n = 81,000)
NCI-H522: NCI-H522 lung cancer. actives 8% (n = 78,000). AID 1794739
NCI-H322M: NCI-H322M lung cancer | AID 1794733 | actives 2.7% (n = 80,000)
UO-31: UO-31 renal cancer; actives 5.2% (n = 81,000); AID 1794768
NCI-H460: NCI-H460 lung cancer. AID 1794736. actives 6.8% (n = 82,000)
ACHN: ACHN renal cancer; actives 4.9% (n = 81,000)
CAKI-1: CAKI-1 renal cancer; AID 1794772; actives 4.7% (n = 75,000)
RXF 393: RXF 393 renal cancer cells. actives 6.9% (n = 77,000). AID 1794773
TK-10: TK-10 renal cancer cells. actives 3.9% (n = 81,000). AID 1794769
* = called active by the depositor; nt = not tested or not shown; & = joins results of further samples. Rule for the calls: active = growth percent below 10; inactive = the rest.

SMILES | 786-0 | NCI-H522 | NCI-H322M | UO-31 | NCI-H460 | ACHN | CAKI-1 | RXF 393 | TK-10
COc1ccc2nc(NC(=O)Nc3c(F)cccc3F)sc2c1 | 94 | 97 | 100 | 102 | 99 | 106 | 104 | 106 | 85
O=C1CC(Cc2coc(-c3ccc(Cl)cc3)n2)C(=O)N1c1ccccc1 (stereo not drawn) | 88 | 79 | 88 | 76 | 97 | 97 | 87 | 91 | 102
COc1ccccc1C(=O)NN1C(=O)/C(=C/C2=Cc3ccccc3OC2)SC1=S | 104 | 98 | 99 | 74 | 120 | 103 | 46 | 114 | 124
O=c1oc2ccccc2c2nc3c(ccc4ccccc43)cc12 | 104 | 104 | 98 | nt | 108 | 96 | 90 | nt | 128
COc1cc2oc(-c3cccc(C(=O)Nc4ccc(Cl)cc4)c3)cc(=O)c2c(OCC(=O)NCC(=O)OC(C)(C)C)c1OC | 82 | 90 | 95 | 66 | 96 | 96 | 79 | 76 | 110
COc1cc(C)ccc1Oc1nc(Nc2ccc(N3CCOCC3)cc2)ncc1NCc1ccc(Cl)cc1 | 78 | 72 | 88 | 71 | 99 | 83 | nt | 71 | 77
Nc1ccc2c(c1)S(=O)(=O)c1cc(O)ccc1O2 | 105 | 85 | 97 | 67 | 111 | 89 | 88 | 99 | 106
CNC(=S)N/N=C/CSC/C=N/NC(=S)NC | 96 | 19 | 106 | 72 | 70 | 100 | 99 | nt | 103
CC(=O)NCCSC(=O)CCCCC(=O)SCCNC(C)=O | 100 | 95 | 105 | 97 | 104 | 105 | 100 | 106 | 105
CCOC(=O)/C(=C\c1ccc(Br)cc1)C(C)=O | 97 | 81 | 99 | 87 | 104 | 105 | 101 | 106 | 102
C/C=C\C=C(C(=O)OC)C(=O)OC | 106 | 82 | 118 | 91 | 119 | 103 | 95 | 107 | 99
CN(C)C(=O)c1ccc(N)cc1 | 110 | 71 | 105 | 91 | 103 | 109 | nt | 106 | 102
CC(C)(C)NCc1cc(C(C)(C)C)ccc1O | 106 | 116 | 102 | 79 | 104 | 107 | 109 | 101 | 124
Clc1ccc(Cc2nnc(Nc3nc4ccccc4s3)s2)cc1 | 96 | 85 | 83 | 78 | 96 | 81 | 67 | 122 | 97
CC(C)(C)NC(=O)NCC1CCCC1NC(=O)NC(C)(C)C (stereo not drawn) | 93 | 83 | 116 | 73 | 102 | 101 | 88 | 89 | 117
Cc1cc(C)c2c(N)c(C(=O)c3ccc(-c4ccccc4)cc3)sc2n1 | 102 | nt | 113 | 92 | 99 | 107 | 97 | 109 | 117
NC(=O)c1[nH]ncc1NCc1ccccn1 | 103 | 100 | nt | 84 | 111 | 111 | 99 | 110 | 97
Nc1cc2c(S(=O)(=O)O)cc(S(=O)(=O)O)cc2cc1S(=O)(=O)O | 103 | 84 | 105 | 86 | 106 | 95 | 96 | 94 | 108
S=c1cn[nH]c2ccccc12 | 116 | nt | 106 | 73 | 102 | 98 | 99 | 120 | 112
COc1cccc(CC(C)=C(c2ccc(OCCN3CCOCC3)cc2)c2ccc(OCCN3CCOCC3)cc2)c1 | 81 | 99 | 98 | 60 | 95 | 101 | 97 | 73 | 105
COc1ccc(C(=O)O)cc1.[Ag] | 107 | 12 | 102 | 91 | 87 | 103 | 87 | 100 | 106
CCCOc1ccc(N2CCN(c3ncnc4c3ncn4Cc3nnc4c5ccccc5c(Cl)nn34)CC2)cc1 | 88 | 89 | 73 | 68 | 92 | 83 | 89 | 94 | 125
CCCCCCCCCCCCN(CCCCCCCCCCCC)CC(O)c1cc2c(c3ccccc13)CCCC2 (stereo not drawn) | 106 | 102 | 100 | 92 | 105 | 115 | 101 | 116 | 109
CC(C)CC(=O)Nc1ccc2ccccc2c1 | 89 | 96 | 102 | 88 | 101 | 92 | 92 | 107 | 103
COC(=O)c1c(C)nc(C)c2c1C(=O)C=C(NCCc1c[nH]c3ccccc13)C2=O | 106 | 83 | 100 | 64 | 86 | 89 | 74 | 99 | 127
COc1ccc(C(=O)c2c(N)c(C#N)c3n2CCC3)cc1OC | 100 | 91 | 99 | 100 | 105 | 99 | 93 | 98 | 112
Nc1ccccc1NC(=O)c1ccc(NC(=O)C/C=C/c2cccnc2)cn1 | 32 | 0.1* | 36 | 0.8* | 32 | 26 | 29 | -35* | 17
COc1cc2c(cc1OC)C(CNC(=O)/C=C/c1cc(OC)c(OC)c(OC)c1)C2 (stereo not drawn) | 105 | 94 | 96 | 89 | 106 | 101 | 99 | 109 | 117
O=[N+]([O-])c1cccc([I+]c2cccc([N+](=O)[O-])c2)c1 | 95 | 49 | 120 | 63 | 94 | 117 | 69 | 100 | 86
CCCCC(c1ccccc1)C(C(=O)OCC)C(=O)OCC (stereo not drawn) | 110 | 102 | 94 | 52 | 107 | 94 | 70 | nt | 94
Clc1ccc(Nc2ccnc(NCCNc3ccnc4cc(Cl)ccc34)n2)cc1 | -62* | -34* | 20 | -26* | 7.8* | -7.2* | -7.2* | 0.1* | -30*
COc1ccc(Br)c(C=O)c1OS(=O)(=O)c1ccc(C)cc1 | 92 | 90 | 107 | 90 | 100 | 95 | 110 | 87 | 102
COc1ccc(NC(=O)CSc2nnc(-c3ccc4nc(-c5ccc(OC)cc5)[nH]c4c3)o2)cc1 | 74 | 96 | 109 | 88 | 107 | 105 | 94 | nt | 128
Oc1cccnc1Cl | 110 | 64 | 103 | 97 | 104 | 102 | 101 | 98 | 92
O=C(NOCCO)c1ccc2cncn2c1Nc1ccc(I)cc1F | 82 | 60 | 24 | 37 | 75 | 60 | 41 | -6.5* | 57
COc1ccc(Cl)cc1NC(=O)c1cc2c(n1C)-c1nc(N)sc1CC2 | 100 | 57 | 83 | 76 | 99 | nt | nt | 94 | 108
CCC(C(=O)O)=C1CCCCC1 | 107 | 82 | nt | nt | 112 | 96 | 129 | 103 | 99
O=S(=O)(NS(=O)(=O)c1ccc(Cl)cc1)c1ccc(Cl)cc1 | 102 | 98 | 99 | 83 | 111 | 95 | 80 | nt | 116
CC12CCC(CC1O)C2C(=O)O (stereo not drawn) | 109 | 91 | 109 | 82 | 105 | 104 | 99 | 109 | 100
COc1ccc(C2=C/C(=C\c3cc(OC)c(OC)c(OC)c3)C(=O)NN2C(=S)NN)cc1 | 97 | 88 | 101 | 79 | 103 | 101 | nt | 100 | 114
CCCCS(=O)(=O)OCc1cc(=O)c(O)co1 | 104 | 70 | 92 | 83 | 100 | 97 | 92 | 96 | 103
CCN(CC)c1ccc(C=NCc2ccco2)c(O)c1 | 100 | 82 | 100 | 86 | 109 | 107 | 98 | 101 | 96
O=C(CC12CC3CC(CC(C3)C1)C2)NCCOCCOCCOCCNC(=O)c1cc2c(o1)C(=O)c1ccccc1C2=O | -5.4* | -46* | -79* | -68* | -72* | -22* | -27* | -51* | -3.9*
CC(=O)c1ccc(NC(=O)CSc2nnc3n(Cc4ccccc4)c(=O)c4c(C)c(C(N)=O)sc4n23)cc1 | 104 | 80 | 96 | 84 | 113 | 96 | 88 | 139 | 103
NC(=S)Nc1ccccn1 | 98 | 100 | 135 | 118 | 96 | 102 | 101 | 179 | 117
COc1cc(C2=NN(c3ccccc3)C(c3cccc(Nc4ccnc5cc(C(F)(F)F)ccc45)c3)C2)cc(OC)c1OC (stereo not drawn) | 101 | 76 | 86 | 61 | 96 | 95 | nt | 74 | 78
Cc1ccc2nc3ccccc3c(NCc3ccc(Cl)cc3)c2c1 | 35 | 54 | 56 | 25 | 29 | 33 | 46 | 29 | 82
COc1ccc(-c2cc(/C=C3\C(=O)Nc4ccc(OC)cc43)[nH]n2)cc1 | 65 | 11 | 54 | 41 | 16 | 52 | 33 | 48 | 49
O=C(O)c1ccc(-n2cc(CNc3cc(F)c(F)c(F)c3)c(-c3cccc(F)c3)n2)cc1 | 112 | 92 | 97 | 77 | 99 | 77 | nt | nt | 128
CCNC(=O)CSc1nc2ccccc2c(=O)n1-c1ccc(S(=O)(=O)Nc2ccc(Cl)nn2)cc1 | 102 | 102 | 105 | 94 | 115 | 106 | 101 | nt | 100
CN1C(=O)N(c2ccccc2)C(=O)C2(CC=CC2)C1=O | 99 | 96 | 100 | 79 | 110 | 105 | 98 | 118 | 107
CCOC(=O)c1c(C)nc2c(c1N)CC(=O)N2Cc1ccccc1C(F)(F)F | 95 | 65 | 97 | 78 | 102 | 93 | 86 | 98 | 100
Cn1cc(-c2nc(-c3cn(C)c4ncccc34)cs2)c2cc(F)ccc21 | 46 | -0.5* | 57 | 51 | 16 | 47 | 21 | 31 | 46
CCCCCCSc1ccc(C)cc1 | 99 | 107 | 96 | 87 | 100 | 114 | 99 | 90 | 98
O=c1oc2ccccc2c(=O)c2ccccc12 | 108 | 112 | 103 | 96 | 115 | 104 | 102 | 110 | 108
Nc1ccc(S(=O)(=O)O)c(O)c1 | nt | nt | 129 | nt | 106 | 101 | 119 | 110 | 104
Cc1ccc(-c2nc3ccccn3c2/C=C2/C(=O)Nc3cc(Cl)ccc32)cc1 | 93 | 69 | 98 | 63 | 82 | 92 | 63 | 78 | 120
COc1cc2c(cc1OC)C1CCN3C(=O)CCC3N1CC2 (stereo not drawn) | 103 | 107 | 124 | 100 | 107 | 102 | 115 | 106 | 104
Cc1ccnc(NC(=O)Cn2cc(COc3ncnc4sc5c(c34)CCCC5)nn2)c1 | 108 | 83 | 105 | 81 | 100 | 99 | 94 | 106 | 111
COc1ccc(Cc2cnc(NC(=O)c3sc4ccccc4c3Cl)s2)cc1 | 37 | -14* | 51 | 48 | 4.2* | 41 | 42 | 1.0* | 63
Continuation.
SMILES | 786-0 | NCI-H522 | NCI-H322M | UO-31 | NCI-H460 | ACHN | CAKI-1 | RXF 393 | TK-10
Fc1ccc2ccccc2c1 | 98 | nt | 95 | 88 | 112 | 99 | 120 | 123 | 99
CC(=O)N1CCN(c2cc3c(cc2F)c(=O)c(C(=O)NO)cn3C2CC2)CC1 | 95 | 85 | nt | 86 | 105 | 98 | 94 | 122 | 88
Nc1nc(N)c(N=Nc2ccc(C(=O)O)cc2)c(N)n1 | 107 | -5.1* | 104 | 54 | 117 | 103 | nt | 113 | 130
Cc1ccc(Cc2cnc(NC(=O)C3=NCCCCN3)s2)cc1 | 106 | 90 | 98 | 79 | 105 | 105 | 87 | 113 | 99
O=C1c2ccccc2C(=O)N1c1ccccc1Cl | 93 | 85 | 97 | 77 | 100 | 101 | 97 | 135 | 94
N=C(N)c1ccc(-c2ccc(-c3ccc(Cl)cc3)o2)nc1 | -85* | -79* | -95* | -86* | -92* | -91* | -86* | -98* | -95*
Clc1ccc(CNc2nc(SCCN3CCOCC3)nc3c2cnn3CC(Cl)c2ccc(Br)cc2)cc1 (stereo not drawn) | 40 | 49 | 84 | 29 | 25 | 24 | 45 | 51 | 69
COc1cc(-c2noc(-c3ccccc3N)n2)cc(OC)c1OC | 96 | 86 | 97 | 78 | 98 | 93 | 86 | 85 | 142
Cc1ccc(S(=O)(=O)C(C)C(=O)Nc2ccc(S(N)(=O)=O)cc2)cc1 (stereo not drawn) | 104 | 89 | 113 | 86 | 109 | 98 | 90 | 95 | 101
Cc1oc(=O)oc1CN1CCN(c2cc3c(cc2F)c(=O)c(C(=O)O)c2n3C(C)C2)CC1 (stereo not drawn) | 112 | nt | nt | 89 | 111 | 102 | 98 | 102 | 113
O=C(Nc1ccccc1)Oc1c(Cl)c(Cl)c(Cl)c(Cl)c1Cl | 97&105 | 88 | 106&94 | 83&74 | 103&109 | 94&99 | 90&93 | 110&113 | 100&100
COc1ccc(/C(C)=N\O)cc1 | 98 | 91 | 97 | 82 | 116 | 111 | nt | 116 | 96
CCN(CC)CCOC(=O)c1ccc(N=Nc2ccc(O)c(OC)c2)cc1 | 96 | 64 | 91 | 88 | 110 | 105 | 97 | 89 | 87
O=C(Nc1ccccc1)Nc1ccc(Nc2ncnc3sc4c(c23)CCOC4)cc1 | 92 | 43 | 74 | 40 | 68 | 82 | 76 | 62 | 94

Molecules above that have two or more sulfur atoms:
SMILES | 786-0 | NCI-H522 | NCI-H322M | UO-31 | NCI-H460 | ACHN | CAKI-1 | RXF 393 | TK-10
COc1ccccc1C(=O)NN1C(=O)/C(=C/C2=Cc3ccccc3OC2)SC1=S | 104 | 98 | 99 | 74 | 120 | 103 | 46 | 114 | 124
CNC(=S)N/N=C/CSC/C=N/NC(=S)NC | 96 | 19 | 106 | 72 | 70 | 100 | 99 | nt | 103
CC(=O)NCCSC(=O)CCCCC(=O)SCCNC(C)=O | 100 | 95 | 105 | 97 | 104 | 105 | 100 | 106 | 105
Clc1ccc(Cc2nnc(Nc3nc4ccccc4s3)s2)cc1 | 96 | 85 | 83 | 78 | 96 | 81 | 67 | 122 | 97
Nc1cc2c(S(=O)(=O)O)cc(S(=O)(=O)O)cc2cc1S(=O)(=O)O | 103 | 84 | 105 | 86 | 106 | 95 | 96 | 94 | 108
O=S(=O)(NS(=O)(=O)c1ccc(Cl)cc1)c1ccc(Cl)cc1 | 102 | 98 | 99 | 83 | 111 | 95 | 80 | nt | 116
CC(=O)c1ccc(NC(=O)CSc2nnc3n(Cc4ccccc4)c(=O)c4c(C)c(C(N)=O)sc4n23)cc1 | 104 | 80 | 96 | 84 | 113 | 96 | 88 | 139 | 103
CCNC(=O)CSc1nc2ccccc2c(=O)n1-c1ccc(S(=O)(=O)Nc2ccc(Cl)nn2)cc1 | 102 | 102 | 105 | 94 | 115 | 106 | 101 | nt | 100
COc1ccc(Cc2cnc(NC(=O)c3sc4ccccc4c3Cl)s2)cc1 | 37 | -14* | 51 | 48 | 4.2* | 41 | 42 | 1.0* | 63
Cc1ccc(S(=O)(=O)C(C)C(=O)Nc2ccc(S(N)(=O)=O)cc2)cc1 (stereo not drawn) | 104 | 89 | 113 | 86 | 109 | 98 | 90 | 95 | 101
